# From PubChem BioAssay
# TrxR1 substrate: substrates of rat thioredoxin reductase 1. O89049. purified TrxR1 substrate turnover, NADPH consumption readout. Potency, µM (top dose mostly 114 µM), for the others: at the highest dose activity change, negative = substrate turnover. hit rate 0.01% among 390,000. AID 588456; also: potency is read from the fitted curve at half-maximal effect; % is scaled to controls: 0 for no effect and ±100 for the full control effect; nearly all actives have a fitted effect of over 50% in size
#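 Rat TrxR1, dispensed at 90 nM, was prereduced with 400 uM NADPH (final) for 5 min at ~22 deg C, then incubated with compound 15 min before 400 uM selenite. A first-read NADPH fluorescence drop versus no-compound background flagged substrates.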
# HP1b chromo inh: blocks HP1-beta chromodomain binding to methylated histone tails; P83916; AlphaScreen HP1-beta / biotin-H3K9me3 peptide binding; Potency, µM (series often up to 114 µM), for inactives: at the top dose activity change, negative = inhibition, hits mostly inhibitors; hit rate 0.56% among 390,000; AID 540317; also: potency is read from the fitted curve at half-maximal effect; nearly all actives have a fitted effect of over 70% in size; inactives centre near 23
#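 Compound inhibition of the preformed complex between 50 nM HP1-beta and 50 nM biotinylated H3K9me3 peptide was read by AlphaScreen. Buffer was PBS pH 7.4 with 0.01% Tween-20. Incubations ran 30 min at room temperature, with 10 ug/mL donor/acceptor beads.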
# mIDH1 inhibitor: human IDH1 R132H inhibition; O75874; IDH1-R132H enzyme, NADPH consumption, diaphorase/resazurin fluorescence; Potency, µM (doses to about 76.6 µM), without a hit: top-dose activity change, negative = inhibition, most hits filed as inhibitors; hit rate 0.093% among 390,000; also: potency is read from the fitted curve at half-maximal effect; % is scaled to controls: 0 for no effect and ±100 for the full control effect; nearly all actives have a fitted effect of over 65% in size
# Target sequence (O75874 whole entry R132H, stated change not applied): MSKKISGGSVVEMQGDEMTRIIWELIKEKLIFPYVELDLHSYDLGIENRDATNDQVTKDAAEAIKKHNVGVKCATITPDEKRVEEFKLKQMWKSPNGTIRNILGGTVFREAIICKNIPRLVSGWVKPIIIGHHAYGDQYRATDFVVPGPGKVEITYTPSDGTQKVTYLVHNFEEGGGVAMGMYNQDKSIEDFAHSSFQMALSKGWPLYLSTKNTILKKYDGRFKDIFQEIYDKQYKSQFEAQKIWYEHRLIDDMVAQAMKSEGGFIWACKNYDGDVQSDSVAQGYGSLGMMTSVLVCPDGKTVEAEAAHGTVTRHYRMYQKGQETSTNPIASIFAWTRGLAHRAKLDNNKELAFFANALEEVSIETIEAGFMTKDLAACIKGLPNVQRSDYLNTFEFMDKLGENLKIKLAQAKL
#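 IDH1-R132H (0.5 ug/mL dispensed) in pH 7.5 Tris buffer was preincubated 30 min with compound, then given a substrate mix of 0.016 mM NADPH and 2 mM alpha-KG for 80 min at room temperature; remaining NADPH was read by diaphorase/resazurin fluorescence.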
# GLS inhibitor: glutaminase GLS (human) inhibition | O94925 | GLS enzymatic activity, qHTS titration | Potency, µM (titrated, usually from 45.5 µM), inactives show at the top dose activity change, negative = inhibition, most hits filed as inhibitors | hit rate 0.21% among 410,000 | AID 624170; also: potency is read from the fitted curve at half-maximal effect; % is scaled to controls: 0 for no effect and ±100 for the full control effect
#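 Coupled fluorescence readout: glutamate oxidase/HRP/Amplex Red detect glutamate formed by hKGA from L-glutamine (1 mM solution added). Buffer 45 mM KH2PO4 pH 8.2, 0.02% Tween-20; reads at t0 and 30 min RT.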
# PGK inhibitor: T. brucei PGK inhibition. Potency, µM (doses to about 57.5 µM), inactives show at the highest dose activity change, negative = inhibition, most hits filed as inhibitors. PGK/GAPDH coupled, Kinase-Glo luminescence, 60 min. hit rate 0.043% among 380,000; also: potency is read from the fitted curve at half-maximal effect; % is scaled to controls: 0 for no effect and ±100 for the full control effect; nearly all actives have a fitted effect of over 60% in size
#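 Luminescent ATP detection (Kinase-Glo Plus) follows a 60-minute room-temperature incubation, with wells lacking PGK as controls. Buffer: 100 mM TEA (pH 7.6), 5 mM MgCl2, 0.01% Tween-20. Coupling enzyme GAPDH (100 nM final) supplies unstable 1,3-BPG in-well.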
# USP1-UAF1 inh: USP1/UAF1 (human) deubiquitinase inhibition. recombinant USP1/UAF1, Ub-Rhodamine cleavage fluorescence. Potency, µM (titrated, usually from 57.1 µM), inactives show at the highest dose activity change, negative = inhibition, hits mostly inhibitors. hit rate 0.23% among 390,000. AID 743255; also: potency is read from the fitted curve at half-maximal effect; % is scaled to controls: 0 for no effect and ±100 for the full control effect; nearly all actives have a fitted effect of over 60% in size; inactives centre near -12
#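 USP1/UAF1 complex (1 nM) preincubated 15 min at room temperature with compound, then Ub-Rho substrate (150 nM final) added. Kinetic fluorescence at 480/540 nm over 6 reads at 60 s intervals; 50 mM HEPES pH 7.8, 0.5 mM EDTA, 0.1 mg/ml BSA, 1 mM TCEP, 0.01% Tween-20.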
# PI4K2A block: inhibitors of human PI4K2A | Q9BTU6 | purified PI4K2A, ADP-Glo luminescence, 1 h; stronger effect = lower value | activity change, negative = inhibition, % at 76.9 µM | hit rate 0.13% among 420,000 | AID 1346378; in the data active = activity change below about -50%; inconclusive = mostly about -30% to -49%;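 also: -100% = wells without enzyme as full effect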
# Target sequence (Q9BTU6 whole entry, looked up): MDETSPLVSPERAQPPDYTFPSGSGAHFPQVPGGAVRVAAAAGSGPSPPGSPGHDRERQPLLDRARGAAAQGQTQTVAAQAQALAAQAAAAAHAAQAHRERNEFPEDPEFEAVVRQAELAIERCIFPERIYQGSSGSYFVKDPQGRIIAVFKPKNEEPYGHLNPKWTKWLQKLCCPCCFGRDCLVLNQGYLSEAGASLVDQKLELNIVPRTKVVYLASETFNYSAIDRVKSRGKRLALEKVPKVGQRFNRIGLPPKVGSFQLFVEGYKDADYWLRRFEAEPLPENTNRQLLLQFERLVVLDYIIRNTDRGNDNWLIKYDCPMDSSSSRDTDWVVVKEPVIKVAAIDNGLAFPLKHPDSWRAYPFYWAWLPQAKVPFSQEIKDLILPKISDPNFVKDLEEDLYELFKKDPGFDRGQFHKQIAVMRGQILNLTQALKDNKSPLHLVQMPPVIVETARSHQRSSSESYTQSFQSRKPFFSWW
#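 Compounds are screened against recombinant PI4K2A using PI as substrate and ATP, the latter dispensed at 300 microM. Reactions run one hour at ambient temperature before ADP-Glo detection; full inhibition defined by wells lacking enzyme.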
# TrxR1 inh: inhibitors of rat thioredoxin reductase 1; Potency, µM (series often up to 114 µM), for the others: top-dose activity change, negative = inhibition, hits mostly inhibitors; hit rate 1% among 390,000; recombinant rTrxR1, NADPH fluorescence consumption, selenite substrate; O89049; also: potency is read from the fitted curve at half-maximal effect; % is scaled to controls: 0 for no effect and ±100 for the full control effect; nearly all actives have a fitted effect of over 65% in size
#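 Rat TrxR1 (90 nM in the dispensed reagent) was pre-reduced with 400 uM NADPH for 5 min at room temperature, then incubated with compound for 15 min. After 400 uM selenite was added, NADPH fluorescence (Ex 340/Em 450 nm) was followed for 8 min.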
# Pin1 inhibitor: inhibitors of human Pin1 | Q13526 | Pin1 FP peptide displacement, HiFluor488, 10 min | Potency, µM (highest dose often 115 µM), without a hit: at the highest dose activity, negative = inhibition, most hits filed as inhibitors | hit rate 0.009% among 390,000; active = well fitted inhibition curve with a large enough effect in the polarisation, with a control signal flat, not every such curve was filed as active; inconclusive = small, poorly fitted or top-dose-only effect, or effect the other way, or a change in a side signal; inactive = no such curve, though single readings can be large or run the other way; the % refers to the polarisation; also: potency is read from the fitted curve at half-maximal effect; % is scaled to controls: 0 for no effect and ±100 for the full control effect
# Target sequence (Q13526 whole entry, looked up): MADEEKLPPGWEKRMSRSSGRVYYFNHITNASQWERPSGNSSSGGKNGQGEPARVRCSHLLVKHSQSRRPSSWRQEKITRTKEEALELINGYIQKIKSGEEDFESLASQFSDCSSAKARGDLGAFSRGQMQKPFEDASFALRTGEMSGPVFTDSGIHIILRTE
# * marks the source's active call; other numbers are inactive results; i = inactive; u = inconclusive; x = not tested or not shown; & = joins results of further samples; [ ] = dose if it differs, or a comment. Unless noted, calls follow the shape of the dose curve; as a rule, active = well fitted curve in the direction sought with a large enough effect; inconclusive = small, poorly fitted or top-dose-only effect, or another doubt; inactive = no such curve, though single readings can be large; an effect the other way counts as inactive or inconclusive.
SMILES,TrxR1 substrate,HP1b chromo inh,mIDH1 inhibitor,GLS inhibitor,PGK inhibitor,USP1-UAF1 inh,PI4K2A block,TrxR1 inh,Pin1 inhibitor
O=C(COC(=O)c1ccc(Br)c(S(=O)(=O)N2CCOCC2)c1)NCCc1ccccc1,9%[57.1 µM],16%,2%,-9%,-4%,-10%,1,15%[57.1 µM],-4%
Cc1ccc(-c2n[nH]c3c2C(c2cccc(O)c2)N(c2ccc(C(=O)O)cc2)C3=O)cc1 (centres undefined),3%&-1%,24%&39%,7%&18%,u,-14%,-22%&-29%,-2&-2,9%&3%,-2%&-18%
CC1CCCCN1C(=O)CCC(=O)Nc1nnc(C(F)(F)F)s1 (centres undefined),576%[activator],55%[activator],0%,5%,3%,-5%,-1,99%[activator],2%
O=C1CC(c2ccccc2)CC(O)=C1C=NCc1ccc(Cl)c(Cl)c1 (centres undefined),-10%,27%,6%,0%,-2%,-11%,4,-7%,1%
COc1cc(C)c(NC(=S)Nc2ccc(C)c(Cl)c2)cc1OC,-7%,u,3%,-6%,-3%,-22%,1,-19%,8%
Cc1nn(-c2ccccc2)c(C)c1NC(=O)CCl,-1%,16%,1%,8%,13%,-8%,10,u,0%
O=C(O)c1cccc2c1C(=O)c1ccc(-c3ccc(F)cc3OCc3ccccc3)cc1S2(=O)=O,-4%,-2%,1%[38.3 µM],31%[activator],-3%,-19%,-3,-25%,u
CCOC(=O)c1ccccc1NC(=O)c1nn(-c2ccc(C)cc2)c(=O)n(C)c1=O,7%[57.1 µM],41%[activator][57 µM],13%,3%,i,1%,0,17%[57.1 µM],-1%
CCOc1ccc(CNC(=O)Cn2cc3c(n2)-c2c(oc(C(=O)N4CCOCC4)c2C)CC3)cc1,-8%,27%,0%,-12%,-1%,u,-6,u,-2%
CCOc1ccc(CNC(=O)C2CC(=O)N(C3CCCC3)C2)cc1OC (centres undefined),6%,26%,-7%,5%,-8%,-6%,-1,15%,-2%
CC(C)c1ccc(/C=N\NC(=O)c2ccc(Cn3cccn3)o2)cc1,-6%,12%,-3%,17%,8%,-5%,-2,-2%,0%
CCOC(=O)c1cc(-c2ccccc2)nc2ccc(C)cc12,24%,221%[activator],0%,-2%&6%,-7%,-21%,1,32%,-1%
CN(Cc1ccccc1)C(=O)c1ncn(Cc2ccccc2)c1C(=O)N(C)Cc1ccccc1,3%[57.1 µM],38%,4%,1%,-8%,-10%,-4,5%[57.1 µM],6%
CCCCN(C)CCNC(=O)C1CCCN(S(=O)(=O)c2ccc3c(c2)oc(=O)n3C)C1 (centres undefined),-5%,13%,11%,10%,i,-27%,-16,8%,-3%
COC(=O)C1=C(C)N(c2ccc(C)c(C)c2)/C(=C/c2ccc(O)cc2)C1=O,-3%,5%,1%,1%,x,3%,1,0%,5%
CC(=C1C(=O)c2ccccc2C1=O)N1CCN(CCN=CC2=C(O)CC(C)(C)CC2=O)CC1,-7%,33%,2%,6%,-2%,-16%,-2,-27%,-6%
O=C(c1ccc([N+](=O)[O-])cc1)N1CCN(c2ncccn2)CC1,5%,8%,8%,-3%,2%,-17%,-1,11%,1%
CC(NC(=O)CCC(=O)NC(C)c1ccccc1)c1ccccc1 (centres undefined),-6%,19%,-3%,6%,-4%,-1%,2,2%,-7%
Cc1ccccc1NC(=O)Cc1nnc(SCC(=O)N2CCOCC2)n1C,-6%,43%[activator],4%,-1%,-4%,-10%,1,-3%,-9%
COc1ccc(-c2nnc(CSc3nc4ccccc4c(=O)n3C)o2)cc1OC,-5%,11%,3%,0%,-3%,-2%,0,26%,-4%
COc1ccc(N(C)C(=O)c2cc3c(s2)-c2c(C)cccc2OC3)c(OC)c1,-4%&-8%,9%&21%,3%&-13%,-2%&15%,-9%&2%,-7%&-24%,3&1,9%&-11%,-6%&6%
O=C(c1ccccc1)N1CCN(c2ncnc3c2cnn3-c2ccccc2)CC1,-7%,65%[activator],3%,-2%,-5%,-7%,4,10%,-6%
CCOC(=O)c1c(S(=O)(=O)NCC(C)c2ccccc2)c(C)n(C)c1C (centres undefined),-7%,-11%,4%,17%,-5%,-11%,2,15%,-8%
COc1ccc(-n2c(SCC(=O)Nc3nccs3)nc3c(c2=O)SCC3)cc1,4%,29%,4%,1%,-1%,-14%,1,31%,23%
C/C(Cc1ccccc1)=N\NC(=O)CNC(=O)c1ccccc1Cl,-3%,49%[activator],6%,1%,-8%,-8%,-2,-11%,-4%
CCOc1ccc(CCNC(=O)CCn2cccc2)cc1OCC,0%,-10%,-5%,-12%,7%,-13%,1,1%,-5%
N=c1c(S(=O)(=O)c2ccc(Br)cc2)cc2c(=O)n3ccccc3nc2n1Cc1ccccc1,4%,30%,11%,-13%,-4%,-18%,9,18%,u
O=C(O)c1ccc2c(c1)C(=O)N(c1nccs1)C2=O,-3%,7%,-3%,0%,-1%,-6%,5,2%,0%
CC(=O)Nc1ccccc1/C=C/c1ccc2c(C)cc(C)c(O)c2n1,-18%,34%,8%,-1%,i,-7%,4,-26%,1%
COc1ccc(-n2cc3c(c2-c2cccc(Br)c2)c(=O)n(C)c(=O)n3C)cc1OC,-10%,34%,x,2%,x,2%,-4,-3%,0%
CC(C)NS(=O)(=O)c1ccc(CCC(=O)Nc2ccc3c(c2)OCCO3)cc1,-4%,26%,12%,-11%,i,-18%,-4,1%,-2%
Cc1ccc(NC(=O)CN2C(=O)N/C(=C/c3cc(C)n(-c4cccc(C(=O)O)c4)c3C)C2=O)cc1,-7%,u,-14%,u,u,-6%,-5,-32%,-22%
N#Cc1ccccc1N=Cc1ccc(Br)cc1,4%,0%,0%,5%,-4%,-21%,-1,7%,2%
CCn1nc(C)c(NC(=O)/C=C/c2ccc(OC)c(COc3ccc(Cl)cc3Br)c2)c1C,-1%,17%,-3%,-1%,-5%,-9%,-2,18%,1%
N#Cc1ccccc1S(=O)(=O)N1CCN(C(=O)[C@@H]2CCCN2C(=O)c2cccs2)CC1,-3%,30%,11%,0%,i,-5%,4,23%,1%
CCOC(=O)/C(=C/c1ccc(OC)cc1)NC(=O)c1ccco1,-10%,33%,8%,-4%,-9%,-15%,3,-15%,4%
COC(=O)c1cc(C(=O)c2ccccc2)n2c(=O)/c(=C\N(C)C)sc12,7%,16%,-8%,0%,-3%,-5%,5,12%,31%[activator]
CC(=O)Nc1ccc(S(=O)(=O)NC2(C(F)(F)F)NC(=O)N(c3ccc(Cl)cc3)C2=O)cc1 (centres undefined),5%[11.4 µM],39%&29%[activator],0%&-1%,2%&6%,-5%&-3%,-1%&0%,-1&2,-5%&-15%,-4%&-3%
CNc1nc(-c2c(C)n(C)c3ccc(OC)cc23)cs1,-4%,u,0%,u,7%,-1%,-3,1%[57.1 µM],-1%
O=S(=O)(c1cccs1)N1CCN(C/C=C/c2ccccc2)CC1,16%[57.1 µM],1%,13%,11%,-11%,-5%,-2,17%[57.1 µM],14%

# The last two entries of the part above open the next one.
SMILES,TrxR1 substrate,HP1b chromo inh,mIDH1 inhibitor,GLS inhibitor,PGK inhibitor,USP1-UAF1 inh,PI4K2A block,TrxR1 inh,Pin1 inhibitor
CNc1nc(-c2c(C)n(C)c3ccc(OC)cc23)cs1,-4%,u,0%,u,7%,-1%,-3,1%[57.1 µM],-1%
O=S(=O)(c1cccs1)N1CCN(C/C=C/c2ccccc2)CC1,16%[57.1 µM],1%,13%,11%,-11%,-5%,-2,17%[57.1 µM],14%
O=C(Nn1cnnc1)c1csc2ccccc12,9%,28%,6%,0%,i,-17%,2,22%,-3%
CCc1cccc(NC(=O)C2CCN(C(=O)c3cnn(-c4ccccc4)c3-n3cccc3)CC2)c1,-3%,10%,-5%,2%,-8%,u,1,6%,0%
CN1CCN(CC(=O)NC23CC4CC(CC(C4)C2)C3)CC1,5%,31%,1%,3%,i,-20%,-1,26%,5%
Cn1c(CNC(=O)CCNC(=O)c2cccc(F)c2)cc(=O)n(C)c1=O,5%,28%,16%,-4%,-3%,-9%,-9,32%,-1%
Cc1cc(=O)n(CC(=O)Nc2cc(Cl)ccc2C)c(C(C)C)n1,5%,40%[activator],1%,0%,10%,-19%,1,11%,-2%
C=CCNC(=S)/N=c1/scc(C)n1C,-2%,40%[activator],-2%,22%,-1%,-2%,-1,-18%,-3%
c1ccc2c(c1)nc1n2CCN1CCN1CCCC1,9%[57.1 µM],21%,-4%,9%,-10%,-23%,-3,3%[57.1 µM],0%
O=[N+]([O-])c1cccc(-c2nn(-c3ccccc3)cc2CO)c1,0%,26%,18%,1%,x,-15%,-1,10%,6%
O=C(c1ccccc1Cl)N1CCCCC1CCN1CCCCC1 (centres undefined),-8%,20%,-13%,5%,i,-22%,0,-5%,8%
Cc1noc(/C=C/c2ccccn2)c1[N+](=O)[O-],0%,-9%,-2%,1%,-9%,-3%,-8,-18%,0%

# This is a subset; the hit share may differ from the screen's.
